# Salmonella PhoP GFP: Inhibition of PhoP regulon, Salmonella typhi GFP reporter cells, confirmation, 4 h (AID 1850); Salmonella Typhi PhoP-promoter GFP reporter, fluorescence, 4 h; higher % means a stronger effect; 310,000 compounds, 0.33% hits; one-dose inhibition, % at 50 µM; IC50 in µM for titrated hits; in the data active means a potency from the dose series; inconclusive means inhibition mostly from about 25% at the one dose, without a potency; inactive means the rest, 99 in 100 with inhibition below about 19%;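 further: 0% = induced wells with vehicle and 100% = uninduced wells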
# inhibitors of VEEV: inhibitors of VEEV TC-83 cytopathic effect, confirmation, Vero cells (AID 588727). Vero cells, VEEV TC-83 cytopathic effect inhibition; higher % means a stronger effect. inhibition, % at 20 µM; hits with a dose series show IC50 in µM. 350,000 compounds, 0.13% hits; in the data active means a potency from the dose series; inconclusive means inhibition mostly from about 14% at the one dose, without a potency; inactive means the rest, 99 in 100 with inhibition below about 12%; further: strong numbers were not always called active
# influenza NS1A: H1N1 influenza NS1A inhibitors, functional cell based assay (AID 504329). NS1A functional cell-based assay, percent inhibition; higher % means a stronger effect. inhibition, % at 12.5 µM, or IC50 in µM where a hit was titrated. 340,000 compounds, 0.3% hits; in the data active means a potency from the dose series; inconclusive means inhibition above about 27% without an active follow-up result; further: strong numbers were not always called active
# M. tuberculosis: growth inhibition of non-replicating M. tuberculosis (AID 488890). Mycobacterium tuberculosis non-replicating, growth inhibition; higher % means a stronger effect. inhibition, % at 25 µM, or IC50 in µM where a hit was titrated. 320,000 compounds, 0.39% hits; in the data active means a potency from the dose series; inconclusive means inhibition mostly from about 82% at the one dose, without a potency; inactive means the rest, 99 in 100 with inhibition below about 76%;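 further: plate controls were DMSO cells for no effect and high antibiotic wells for full effect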
# M. tuberculosis HTS: M. tuberculosis growth inhibition, HTS (AID 449762); inhibition, % at 25 µM; hits with a dose series show IC50 in µM; 330,000 compounds, 0.59% hits; M. tuberculosis H37Rv growth inhibition, 7H9 media; higher % means a stronger effect; in the data active means a potency from the dose series; inconclusive means inhibition above about 70% without an active follow-up result;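 further: bacterial growth assessed after seven days of incubation; strong numbers were not always called active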
# inhibitors of VEEV 10K pilot screen: second read-out of inhibitors of VEEV, no call of its own (marks repeat the call); inhibition, %; measured here: 10K pilot screen inhibition
# * marks the source's active call; other numbers are inactive results; i = inactive; ? = inconclusive; · = no result given.
SMILES,Salmonella PhoP GFP,inhibitors of VEEV,influenza NS1A,M. tuberculosis,M. tuberculosis HTS,others
CC1(C)Cc2c(sc3nc(SCC(=O)O)[nH]c(=O)c23)CO1,10%,i,2%,-6%,0%,
O=C(CCC1CCCCC1)NCCS(=O)(=O)N1CCN(c2ccccc2F)CC1,-6%,i,3%,5%,8%,
Nc1nonc1C(=O)N/N=C/c1ccc(-c2cccc(C(=O)O)c2)o1,0%,·,·,23%,2%,
O=C(O)c1ccc(CNCc2c(Cl)cccc2Cl)cc1,2%,4.5%,1%,·,·,
CC(=O)c1cnc(Nc2nc(C)c3cc(C)c(C)cc3n2)nc1C,2%,6.2%,0%,16%,-2%,
Cc1ccc(CNC(=O)c2ccc(N3CCC4(CC3)CC(c3cccc(Br)c3)=NO4)c(N)c2)cc1,-6%,2.3%,-2%,2%,65%,
CCN(CC)CC(O)c1cccn1-c1ccc(CNC(=O)NC(C)C)cc1 (stereo not given),-1%,0.1%,-3%,-12%,2%,
Cc1ccccc1OCC(O)CN1CCCCC1 (stereo not given),-4%,i,-8%,-6%,-1%,
CCn1c(SCC(=O)NNC(=O)c2ccc(C)cc2)nnc1C1CC1,1%,i,2%,-23%,2%,
Cc1ccc(C2NC(=S)NC(c3ccc(C)cc3)C23C(=O)NC(=O)NC3=O)cc1 (stereo not given),-2%,1.3%,-7%,5%,1%,
COc1ccc(S(=O)(=O)N2CCN(CC(=O)NCC3(N4CCOCC4)CCCCC3)CC2)cc1,·,2.5%,-8%,13%,-1%,
O=C(COc1ccccc1)NCC(=O)Nc1ccncc1,2%,0.4%,-2%,-16%,-6%,
O=C(NC1CCCCC1)N1CCN(C(c2ccccc2)c2ccccc2)CC1,-6%,i,0%,46%,40%,
Cc1ccc(C(=O)OCC(=O)Nc2cccc(S(=O)(=O)N3CCOCC3)c2)o1,·,0.1%,2%,2%,-11%,
COc1cccc(-c2csc(NC(=O)Nc3ccccc3)n2)c1,4%,3.9%,-6%,30%,48%,
CS(=O)(=O)N1CCN(C(=O)CCC2CCCC2)CC1,-8%,1.0%,-1%,74%,-5%,
COc1ccc(C)cc1NC(=O)C(=O)NCc1ccncc1,-4%,1.0%,-9%,·,·,
Cc1cc2oc(C(=O)NCc3ccc4c(c3)OCO4)c(C)c2cc1C,15%,0.2%,5%,-3%,-6%,
COc1ccc(Nc2nc(Cl)nc(NCc3ccco3)n2)c(OC)c1,6%,4.3%,0%,2%,-5%,
CC(C)CC(=O)C1=C(O)C(=O)N(Cc2ccccc2)C1c1ccccc1 (stereo not given),1%,0.3%,-5%,31%,6%,
CCCN1CCN(CCCNC(=S)Nc2ccc(F)cc2)CC1,0%,0.7%,-8%,11%,3%,
O=C(NCc1cc(F)cc(C(F)(F)F)c1)C1CCC(=O)N(C2CCCC2)C1 (stereo not given),0%,0.1%,-4%,1%,3%,
O=C(NCC1CCCN(C(=O)NCc2ccccc2)C1)c1ccc2c(c1)OCO2 (stereo not given),-10%,0.5%,1%,14%,-7%,
CCCCCN(C(=O)CCC(=O)OCc1ccc(C(C)C)cc1)c1c(N)n(CCCC)c(=O)[nH]c1=O,5%,0.1%,-6%,-16%,?,
COc1ccc(CC(=O)N/N=C(\C)CC(=O)Nc2cccc(F)c2)cc1,-13%,0.9%,-15%,-6%,0%,

# Retrieved by compound from the list above (two):
SMILES,Salmonella PhoP GFP,inhibitors of VEEV,influenza NS1A,M. tuberculosis,M. tuberculosis HTS,others
O=C(NCC1CCCN(C(=O)NCc2ccccc2)C1)c1ccc2c(c1)OCO2 (stereo not given),-10%,0.5%,1%,14%,-7%,
O=C(NC1CCCCC1)N1CCN(C(c2ccccc2)c2ccccc2)CC1,-6%,i,0%,46%,40%,

# (listing goes on)
SMILES,Salmonella PhoP GFP,inhibitors of VEEV,influenza NS1A,M. tuberculosis,M. tuberculosis HTS,others
C/C(CC(=O)Nc1ccc2c(c1)OCCO2)=N\NC(=O)c1ccccc1F,-7%,1.3%,-5%,20%,6.9µM*,
Cc1[nH]c2ccccc2c1C(=O)CSc1nccc(=O)[nH]1,21%,1.4%,-10%,-2%,-4%,
COCC(=O)N1CCC(Oc2ccc(C(=O)NCCc3ncccc3C)cc2)CC1,-6%,0.3%,1%,-5%,1%,
CCOC(=O)[C@H]1[C@H]2COc3ccc(C)cc3[C@@H]2N2C(=O)c3cc(OC)c(OC)cc3NC(=O)[C@@]12C,6%,i,-3%,28%,2%,inhibitors of VEEV 10K pilot screen=0.4
COc1ccc(-c2c(NC(=O)c3ccco3)oc3ccc(Cl)cc3c2=O)cc1,-10%,0.0%,10%,12%,7%,
CN(C)C(=O)COC(=O)c1cccc(S(=O)(=O)Nc2ccc(OCc3ccccc3)cc2)c1,-5%,2.0%,-12%,-2%,-1%,
O=c1[nH]c(NCCCO)nc2c1C1(CCCC1)Cc1ccccc1-2,-11%,2.4%,-2%,16%,0%,
COc1ccc(CCC2(C)NC(=O)N(C(C)C(=O)Nc3ccccc3F)C2=O)cc1 (stereo not given),·,4.1%,-3%,-23%,-5%,
Cc1cccc(N2C(=O)N3[C@H](c4ccc(F)cc4)[C@@H]4C(=O)N(C5CCCCC5)C(=O)[C@@H]4[C@]3(Cc3ccc(Cl)cc3)C2=O)c1,-8%,0.4%,10%,44%,5%,
Fc1ccc(NC(=S)NCCc2ccccn2)cc1,-10%,0.3%,-5%,14%,4%,
O=C(Nc1ncn[nH]1)c1ccc(Cl)c(Cl)c1,·,1.1%,-8%,·,·,
O=C(NC1CCCC1)C(c1ccncc1)N(C(=O)c1csnn1)c1ccccc1F (stereo not given),9%,i,-11%,-4%,11%,
O=C(C1CCCCC1)N1CCN(S(=O)(=O)c2ccc(Cl)cc2)CC1,1%,1.8%,-1%,14%,0%,
O=C(NCCc1ccccc1Cl)C1CCC(=O)N(CCCc2ccccc2)C1 (stereo not given),-9%,i,-1%,3%,-1%,
Cc1ccc(Cn2c(CCNc3nc(-c4ccc(Cl)c([N+](=O)[O-])c4)cs3)nc3cc(Cl)c(Cl)cc32)cc1,8%,i,0%,10%,-5%,
C/C(=N\OC(=O)C1CC1)C1CC1c1ccc(F)cc1 (stereo not given),-7%,2.0%,0%,28%,?,
CC(C)(C)c1csc(NC(=O)c2ccncc2)n1,-4%,7.0%,10%,23%,6%,
Brc1ccc(COn2ccnc2)cc1,·,1.1%,-3%,·,·,
O=C(CNC(=O)N1CC(=O)Nc2ccccc21)Nc1ccccc1F,-6%,0.8%,7%,-10%,-3%,
O=C(CCOc1ccccc1F)N1CCN(c2ccccc2O)CC1,0%,11%,1%,0%,-2%,
COc1ccc(CCn2c(=N)c(C(=O)NCCN3CCOCC3)cc3c(=O)n4ccccc4nc32)cc1OC,-2%,2.6%,0%,7%,-1%,
Cn1c(=O)c([N+](=O)[O-])c(-n2cnc3ccccc32)c2ccccc21,7%,4.2%,·,28%,1%,
O=C(Nc1cccnc1)c1ccc(Cl)c(S(=O)(=O)N2CCCCCC2)c1,-6%,0.6%,-3%,28%,0%,
Cc1cc(=O)[nH]c(N/N=C/c2ccco2)n1,-7%,1.9%,1%,1%,-4%,
CC1(C)Cc2c(c(N3CCOCC3)nc3snc(N)c23)CO1,6%,5.8%,9%,-20%,3%,

# Continued, starting with the last two of the part before.
SMILES,Salmonella PhoP GFP,inhibitors of VEEV,influenza NS1A,M. tuberculosis,M. tuberculosis HTS,others
Cc1cc(=O)[nH]c(N/N=C/c2ccco2)n1,-7%,1.9%,1%,1%,-4%,
CC1(C)Cc2c(c(N3CCOCC3)nc3snc(N)c23)CO1,6%,5.8%,9%,-20%,3%,
Cc1cc(C)nc(SCCn2c(N(C)Cc3ccccc3)nc3c2c(=O)n(C)c(=O)n3C)n1,3%,i,-5%,7%,-11%,
CCC(=O)/C=C1/Sc2ccccc2N1CC,8%,0.9%,-2%,25%,3%,
Cc1cccc(N(Cc2ccccc2)C(=O)CN2C(=O)NC3(CCCCC3C)C2=O)c1 (stereo not given),·,1.9%,-4%,24%,-1%,
COc1ccc(-n2c(SC)nc(O)c(Cc3ccccc3)c2=O)cc1,5%,i,4%,4%,-2%,
COc1ccc2cnn(-c3ccc(C)cc3)c(=O)c2c1OC,2%,2.1%,-1%,5%,0%,
Cc1ccc2cc(CCNC(=O)c3ccc(S(=O)(=O)N4CCOCC4)cc3)c(=O)[nH]c2c1C,-4%,8.1%,-14%,15%,0%,
CC(C)OC(=O)CSc1nnc(CNc2ccc(Cl)cc2)n1C,10%,0.8%,10%,-11%,24%,
CN(CC(=O)Nc1ccc(F)cc1)C(=O)COc1ccc(C(=O)c2ccccc2)cc1,-20%,0.6%,-5%,44%,-4%,
CC(CCc1ccccc1)NC(=O)c1ccccc1 (stereo not given),-12%,0.4%,2%,70%,0%,
CC(=O)c1c(COC(=O)c2ccncc2)nc2ccccc2[n+]1[O-],2%,i,2%,-14%,-1%,
Clc1ccc(-n2nnnc2-c2ccccc2)cc1Cl,-11%,i,4%,13%,-5%,
Cc1cc(-c2nnc(CCC(=O)N(C)C(C)c3cccs3)o2)no1 (stereo not given),5%,0.5%,-4%,1%,-6%,
c1coc(CN(Cc2cccs2)Cc2nnnn2C2CCCCC2)c1,15%,i,2%,0%,3%,
O=C(Nc1ccc2c(c1)OCO2)c1cccc(Cl)c1,12%,0.4%,3%,4%,1%,
CC(C(=O)N1CCCc2ccccc21)N1CCN(S(=O)(=O)c2ccccc2F)CC1 (stereo not given),-8%,1.4%,2%,11%,-8%,
CC(C)C(=O)NNC(=O)c1ccccn1,-3%,0.8%,-3%,-8%,-14%,
Cc1cccc(C(=O)NC(C(=O)Nc2ccccc2N2CCOCC2)C(C)C)c1 (stereo not given),6%,1.2%,-1%,5%,-2%,
CCC(c1ccccc1)c1nc(-c2cccnc2)no1 (stereo not given),7%,0.5%,18%,37%,0%,
COc1ccc(OCC(=O)Nc2ccc(N3CCN(C(=O)c4ccco4)CC3)cc2)cc1,0%,1.5%,-6%,i,-7%,
CCN(CC)S(=O)(=O)c1ccc2c(c1)N(CC(=O)NCCCN1CC(C)CC(C)C1)C(=O)CO2 (stereo not given),-12%,i,0%,-5%,-1%,
O=C(NC1CCSc2ccccc21)c1cccc(Cl)c1 (stereo not given),-9%,2.6%,-7%,14%,3%,
CC1CN(C(=O)c2cc3ccccc3cc2O)CC(C)O1 (stereo not given),-1%,2.1%,-15%,-2%,5%,
CCOc1ccc(-c2cnc3ccccc3n2)cc1,0%,13%,-8%,-5%,0%,
O=C(CNC(=O)c1sc2ccccc2c1Cl)NCc1ccc(F)cc1,-14%,0.6%,9%,0%,18%,
Cc1ccc(NC(=O)c2c(NC(=O)CCC(=O)O)sc3c2CCCCC3)cc1,8%,1.6%,·,78%,54%,
COC(=O)C1=C(N)OC2=C(C(=O)CC(C)(C)C2)C1c1cccnc1 (stereo not given),3%,1.6%,2%,i,4%,

# Already shown: an excerpt of the list.
SMILES,Salmonella PhoP GFP,inhibitors of VEEV,influenza NS1A,M. tuberculosis,M. tuberculosis HTS,others
Cc1cc(C)nc(SCCn2c(N(C)Cc3ccccc3)nc3c2c(=O)n(C)c(=O)n3C)n1,3%,i,-5%,7%,-11%,
CCC(=O)/C=C1/Sc2ccccc2N1CC,8%,0.9%,-2%,25%,3%,
Cc1cccc(N(Cc2ccccc2)C(=O)CN2C(=O)NC3(CCCCC3C)C2=O)c1 (stereo not given),·,1.9%,-4%,24%,-1%,
COc1ccc(-n2c(SC)nc(O)c(Cc3ccccc3)c2=O)cc1,5%,i,4%,4%,-2%,

# Six entries from above, ordered by length of the SMILES, rising:
SMILES,Salmonella PhoP GFP,inhibitors of VEEV,influenza NS1A,M. tuberculosis,M. tuberculosis HTS,others
CCOc1ccc(-c2cnc3ccccc3n2)cc1,0%,13%,-8%,-5%,0%,
CC1CN(C(=O)c2cc3ccccc3cc2O)CC(C)O1 (stereo not given),-1%,2.1%,-15%,-2%,5%,
c1coc(CN(Cc2cccs2)Cc2nnnn2C2CCCCC2)c1,15%,i,2%,0%,3%,
CC(=O)c1c(COC(=O)c2ccncc2)nc2ccccc2[n+]1[O-],2%,i,2%,-14%,-1%,
Cc1cccc(C(=O)NC(C(=O)Nc2ccccc2N2CCOCC2)C(C)C)c1 (stereo not given),6%,1.2%,-1%,5%,-2%,
Cc1cc(C)nc(SCCn2c(N(C)Cc3ccccc3)nc3c2c(=O)n(C)c(=O)n3C)n1,3%,i,-5%,7%,-11%,
